SMARCA2 act: activators of SMARCA2 function. activation, % at 9.1 µM. 370,000 tested, 1% active. AID 652017. MG213 cells, MMTV-luciferase reporter, dexamethasone, overnight; in the data active = activation above about 7.8%;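 also: 0% = vehicle wells and 100% = reference activator wells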
ARFGAP1 inhibitor: inhibits rat ARF GTPase activating protein 1 | Q62848 | Arfgap1-stimulated ARF1 GTP hydrolysis, GDP FP detection | inhibition, % at 16.5 µM | 360,000 tested, 0.26% active;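 active = inhibition above a per-plate limit, mean inhibition of low control wells plus 3 SD, cut at about 25% in these data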;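 also: 0% = DMSO wells with enzyme and 100% = wells lacking Arfgap1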
Target sequence (Q62848 1-136 limits assumed): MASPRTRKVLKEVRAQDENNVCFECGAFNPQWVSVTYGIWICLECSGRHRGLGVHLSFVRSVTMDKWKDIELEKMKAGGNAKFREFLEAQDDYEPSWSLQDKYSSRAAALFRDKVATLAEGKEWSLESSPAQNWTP
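Assay system: Rat Arfgap1 GAP domain (His6, aa 1-136), purified enzyme | Buffer or medium: HEPES 25 mM pH 7.5, NaCl 150 mM, MgCl2, DTT | Schedule: GTP hydrolysis reaction 2 h at 25 °C | Signal: FP of antibody-bound GDP Alexa 633 tracer, ex 620/em 688 nm | Measure: Percent inhibition of Arfgap1-stimulated GTP hydrolysis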
HTRA1 inh: inhibitors of human serine peptidase HTRA1. Q92743. recombinant HTRA1, FP-rhodamine activity-based probe, fluorescence polarization. inhibition, % at 5.96 µM. 340,000 tested, 0.5% active. AID 504803; in the data active = inhibition above about 36%;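 also: 0% = enzyme with DMSO and 100% = wells lacking enzyme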
GC-A act: GC-A (human) enzyme activation. P16066. HEK293 GC-A cells, cGMP TR-FRET, EC30 ANP; 0% at EC30 ANP, 100% saturating ANP. activation, % at 10 µM. 370,000 tested, 0.14% active. AID 1671463; in the data active = activation above about 40%
ASAP1 inh: inhibitors of human ASAP1 ArfGAP activity | ASAP1-stimulated ARF1 GTP hydrolysis, GDP FP detection | inhibition, % at 16.5 µM | 360,000 tested, 0.19% active | AID 624377; in the data active = inhibition above about 25%;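 also: 0% = vehicle with enzyme and substrate and 100% = no enzyme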
rCAG RNA binder: r(CAG) repeat RNA binding; TO-PRO-1 dye displacement fluorescence; inhibition, % at 3 µM; 370,000 tested, 1.3% active; AID 651821;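 active = inhibition above the plate cutoff, the mean of all test compounds on that plate plus 3 SD, cut at about 35% in these data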;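 also: 0% = DMSO alone and 100% = 100 µM mitoxantrone as full dye displacement; higher means more dye released from RNA so lower well fluorescence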
PG9 Ab binder: PG9 antibody binding by small molecule | 360,000 tested, 0.43% active | inhibition, % at 6.7 µM | AID 624416 | TR-FRET gp120-PG9 antibody binding; in the data active = inhibition above about 8.5%
mABHD4 FP: inhibits mouse alpha/beta hydrolase domain 4. inhibition, % at 8.92 µM. purified mABHD4, FP-Rh probe fluorescence polarization. 370,000 tested, 0.54% active;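 active = inhibition exceeding the mean over every tested compound plus 3 SD, cut at about 30% in these data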;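 also: 0% = plate median of compound wells and 100% = S159A mutant with DMSO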
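Assay system: mABHD4 protein; medium: HEPES pH 7.0, NaCl, Pluronic buffer; dosing: 8.92 µM, single dose; schedule: 45 min + 60 min at 25 °C; signal: FP readout, ex 525 nm / em 598 nm; read-out: normalized percent inhibition of probe labeling; repeats: single replicate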
NR1D1 modulator: modulates human Rev-erb alpha binding to DNA | P20393 | Rev-erbα–FITC-DNA binding, fluorescence polarization, 90 min | activity, % at 10 µM | 370,000 tested, 0.79% active;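 active = activity above about 14%, limit read from the data; passing the limit was not always enough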;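 also: 0% = DMSO wells with 35 nM protein and 100% = DMSO wells with 750 nM protein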
Target sequence (P20393 whole entry, looked up): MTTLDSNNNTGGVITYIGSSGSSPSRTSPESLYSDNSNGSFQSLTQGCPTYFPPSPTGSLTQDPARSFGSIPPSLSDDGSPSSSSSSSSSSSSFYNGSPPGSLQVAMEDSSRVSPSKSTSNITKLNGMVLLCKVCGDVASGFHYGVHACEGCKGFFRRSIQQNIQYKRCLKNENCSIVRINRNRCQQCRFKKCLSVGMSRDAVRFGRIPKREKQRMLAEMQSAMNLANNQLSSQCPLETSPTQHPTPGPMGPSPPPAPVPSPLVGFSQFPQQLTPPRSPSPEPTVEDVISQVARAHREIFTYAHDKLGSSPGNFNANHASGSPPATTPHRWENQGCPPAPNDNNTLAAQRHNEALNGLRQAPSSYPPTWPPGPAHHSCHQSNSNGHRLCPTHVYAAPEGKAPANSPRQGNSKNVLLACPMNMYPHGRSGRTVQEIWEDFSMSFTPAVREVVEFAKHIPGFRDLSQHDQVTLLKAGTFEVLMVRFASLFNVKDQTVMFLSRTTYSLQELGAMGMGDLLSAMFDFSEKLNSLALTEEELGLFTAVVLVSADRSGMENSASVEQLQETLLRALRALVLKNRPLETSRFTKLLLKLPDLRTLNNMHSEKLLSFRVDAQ
NPR2 activator: GC-B (human) receptor activation; HEK293-GC-B cells, CNP EC30, cGMP TR-FRET; 0% at EC30 CNP, 100% saturating CNP; 370,000 tested, 0.11% active; P20594; activation, % at 10 µM;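 active = activation at 10 µM reaching about 35% in either raw or pattern-adjusted values, limit read from the data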
Active calls of the source: *; . = not tested or not shown.

nr	Compound	SMARCA2 act	ARFGAP1 inhibitor	HTRA1 inh	GC-A act	ASAP1 inh	rCAG RNA binder	PG9 Ab binder	mABHD4 FP	NR1D1 modulator	NPR2 activator
1	Cc1ccc(S(=O)(=O)NC(=O)NCCCN2CCOCC2)cc1	-1	3	0	-5	6	4	1.4	5	1	7
2	C#CCOCCOCCOCCNc1nc(N2CCN(C(=O)CCCCCCCCCCNC(=O)[C@@H](CCC(=O)O)n3cc(CCCCCN)nn3)CC2)nc(N2CCN(C(=O)CCCCCCCCCCNC(=O)[C@@H](CCC(=O)O)n3cc(CCCCCN)nn3)CC2)n1	0	-5	-16	10	-4	6	0.0	1	6	5
3	O=C(O)c1ccc(Cl)c(S(=O)(=O)NCc2cccnc2)c1	-1	3	-3	3	0	3	0.7	-3	1	1
4	CCC(=O)c1ccc(OCC(=O)N(Cc2nnc(-c3ccccc3Cl)o2)C2CC2)cc1	-1	1	-8	-3	-5	-1	-0.3	1	4	0
5	CC1([N+](=O)[O-])COC(C=Cc2ccccc2)OC1 (stereo unspecified)	-1	1	2	6	-2	0	1.7	7	-2	-2
6	Cn1c(N)c(C(=O)CSc2nnc(NC3CCCCC3)s2)c(=O)n(C)c1=O	0	7	2	-6	2	-1	-3.0	-2	-1	0
7	CC(C)NS(=O)(=O)c1ccc(NC(=O)C(C)OC(=O)CCCOc2ccccc2)cc1 (stereo unspecified)	-3	7	-7	-3	12	-1	0.8	-3	-6	1
8	O=C(NC1CCCCC1)c1ccccc1-c1ccccc1	-2	3	2	-5	9	-5	0.6	10	-6	1
9	O=C(Nc1cc([N+](=O)[O-])ccc1O)NC1CCS(=O)(=O)C1 (stereo unspecified)	3	-13	4	2	-9	-2	-3.4	-4	16*	0
10	COc1ccccc1NS(=O)(=O)c1cc(C(=O)NCc2cccnc2)ccc1C	2	8	-2	-1	3	2	0.3	1	1	2
11	CC12c3ccccc3C(c3ccccc31)C1C(=O)N(c3cccnc3)C(=O)C12 (stereo unspecified)	-3	-3	5	-15	3	3	-1.1	-4	0	-6
12	O=[N+]([O-])c1ccc(-c2nc(NCC3CCCO3)c3ccccc3n2)cc1 (stereo unspecified)	-3	6	-8	3	-7	0	-2.2	2	-3	-3
13	O=S1(=O)c2ccccc2N=NN1Cc1ccc(Cl)cc1	-2	-8	11	-28	-1	24	-1.7	46*	1	4
14	COC(=O)[C@@]1(C(C)C)N=C(c2cc(OC)c(OC)c(OC)c2)[C@]2(O1)C(=O)N(Cc1cn(Cc3ccccc3)nn1)c1ccc(F)cc12	-2	.	.	-29	.	9	.	6	-2	-21
15	CN(C)c1nc(SCc2ccccc2)nc(N2CCOCC2)n1	1	-10	-13	7	-8	-5	0.5	-10	4	1
16	CCOc1cc(N2CCOCC2)c(OCC)cc1NC(=O)Cc1ccccc1	0	-5	6	6	0	-7	-1.6	-13	-2	0
17	CCC/C(C#Cc1ccc(N(C)C)cc1)=C1/c2ccccc2C(=O)N1c1ccccc1	2	-9	-8	4	-11	0	0.3	3	0	-4
18	C=CCN=C1NC(c2ccccc2)C(C(=O)OC)=C(C)N1C (stereo unspecified)	2	-12	.	2	-2	3	-1.6	-2	-1	-8
19	COC(=O)[C@H]1C[C@@]2(N3CCCCC3)c3ccccc3N(S(=O)(=O)c3ccccc3)[C@H]2N1	-4	.	.	-7	.	6	.	4	-7	-6
20	Cc1ccc(Cn2c(=N)n(CC(=O)c3ccc([N+](=O)[O-])cc3)c3ccccc32)cc1	-3	4	-1	-1	-2	7	-1.4	8	4	5
21	CCN1CCCC1CNC1=NCCCCC1 (stereo unspecified)	-4	5	8	6	8	-3	-1.0	3	0	3
22	Cc1cc(C(=O)N/N=C/c2ccc(-c3cccc([N+](=O)[O-])c3)o2)n[nH]1	0	5	-4	0	17	0	-1.7	-2	-5	4
23	COC(=O)[C@@]1(Cc2ccc(F)cc2)[C@H]2c3cc(C(=O)N(C)C)n(Cc4ccc(Cl)c(C(F)(F)F)c4)c3C[C@H]2CN1C(=O)c1ccccc1	-1	2	.	-2	-11	14	0.9	-4	0	-2
24	N/C(COc1cccc(C(F)(F)F)c1)=N\NC(=O)c1cccnc1Oc1ccccc1	1	-13	3	-3	0	-8	1.5	1	-6	-9
25	CCc1nc2ccc(C(=O)NCCCn3ccnc3)cn2c1N(C)C(=O)C1CCCCC1	-1	1	.	4	-4	-1	-0.8	4	1	2
26	O=c1c(-c2ccco2)nc2ccccc2n1C(CCc1ccccc1)c1nc2ccccc2[nH]1 (stereo unspecified)	11*	-7	.	-8	10	32	1.7	-13	10	-10
27	Cc1ccc(CNC(=O)CN(Cc2cccs2)C(=O)C2(C)CC(=O)N=C3C=CC=CN32)cc1 (stereo unspecified)	-5	-2	4	2	7	-4	0.5	8	2	1
28	COc1ccc(NC(=O)COc2ccccc2C)cc1S(=O)(=O)N1CCCCC1	1	-15	-16	2	5	0	-1.9	-1	-5	3
29	CCc1ccc2oc(C(=O)Nc3nonc3C)c(C)c2c1	1	5	-5	4	-3	-1	-5.8	-16	0	2
30	COC(=O)C(C)(C)ONC(=O)Nc1ccccc1[N+](=O)[O-]	0	-3	-7	-3	10	-2	0.5	-1	2	3

A draw from above in order of number of heavy atoms, high to low:
nr	Compound	SMARCA2 act	ARFGAP1 inhibitor	HTRA1 inh	GC-A act	ASAP1 inh	rCAG RNA binder	PG9 Ab binder	mABHD4 FP	NR1D1 modulator	NPR2 activator
25	CCc1nc2ccc(C(=O)NCCCn3ccnc3)cn2c1N(C)C(=O)C1CCCCC1	-1	1	.	4	-4	-1	-0.8	4	1	2
7	CC(C)NS(=O)(=O)c1ccc(NC(=O)C(C)OC(=O)CCCOc2ccccc2)cc1 (stereo unspecified)	-3	7	-7	-3	12	-1	0.8	-3	-6	1
22	Cc1cc(C(=O)N/N=C/c2ccc(-c3cccc([N+](=O)[O-])c3)o2)n[nH]1	0	5	-4	0	17	0	-1.7	-2	-5	4
1	Cc1ccc(S(=O)(=O)NC(=O)NCCCN2CCOCC2)cc1	-1	3	0	-5	6	4	1.4	5	1	7
9	O=C(Nc1cc([N+](=O)[O-])ccc1O)NC1CCS(=O)(=O)C1 (stereo unspecified)	3	-13	4	2	-9	-2	-3.4	-4	16*	0

New compounds follow
nr	Compound	SMARCA2 act	ARFGAP1 inhibitor	HTRA1 inh	GC-A act	ASAP1 inh	rCAG RNA binder	PG9 Ab binder	mABHD4 FP	NR1D1 modulator	NPR2 activator
31	Cc1nc(SCc2ccc(O)c([N+](=O)[O-])c2)n[nH]1	-3	0	6	3	1	0	-1.6	-3	3	5
32	Cc1c(Cl)cccc1NC(=O)Cn1c(CCC(=O)O)ccc1-c1ccccc1	1	-7	-7	3	4	12	-0.2	1	4	0
33	CCCC(O)(c1ccc(OC)cc1)C(CN1CCOCC1)c1ccccc1 (stereo unspecified)	0	-2	2	-27	0	-9	-1.8	4	-2	-14
34	Clc1cccc(Cl)c1C1Nc2cccc3cccc(c23)N1	-3	1	70*	-10	8	20	-1.7	72*	-5	-3
35	COc1ccc(NC(=O)C2CCN(S(=O)(=O)c3ccccc3)CC2)cc1	-1	10	1	0	1	-3	-2.0	1	2	-2
36	CC1(C(=O)NCc2ccccc2)CN(S(C)(=O)=O)CC(=O)N1C1CCN(Cc2ccccc2)CC1 (stereo unspecified)	-1	-2	.	1	9	0	0.3	3	0	2
37	CC(C)c1ccccc1NC(=O)C1CN(S(=O)(=O)c2ccccc2)CCN1S(=O)(=O)c1ccccc1 (stereo unspecified)	0	4	-11	-2	15	0	-1.7	-4	1	2
38	Cc1cc(Br)cn2c(Cc3ccccc3C(F)(F)F)c(-c3ccc(Cl)cc3)nc12	3	-2	.	2	-9	12	-0.1	-4	25*	-2
39	O=C(Nc1ccccc1Cl)c1cc(C2CCCCN2S(=O)(=O)c2ccc(F)cc2F)on1 (stereo unspecified)	-2	-5	.	3	6	2	-1.1	-9	-1	2
40	Cn1ccnc1SCC(=O)N(C1CCCCC1)C1CCCCC1	-1	13	-1	-6	10	-10	0.0	7	-1	-6
41	S=C(N/N=C/c1ccco1)NC1CC2CCC1C2 (stereo unspecified)	-1	-11	-2	2	8	15	-1.8	19	1	-9
42	C#Cc1ccc(NC(=O)C2(C)CCN2C(=O)Cc2ccc(C(C)(C)C)cc2)cc1 (stereo unspecified)	-3	17	.	2	3	1	2.3	-14	4	-2
43	Cc1ccc(C(O)(C(=O)NNc2ccccn2)c2ccc(C)cc2)cc1	0	6	7	-8	1	-1	2.0	0	11	-4
44	CN1C(=O)C(O)(c2nnc(-c3ccccc3)o2)c2ccccc21 (stereo unspecified)	2	1	5	6	-4	2	-0.1	1	-4	0
45	O=C(O)c1ccccc1NC(=O)c1cc(-c2ccccc2)nc2ccccc12	-2	-2	-67	3	-5	56*	-0.3	-15	2	-1
46	Cc1ccc(C(=O)Oc2cccc(-n3cnnn3)c2)cc1	2	0	-8	7	-1	1	-1.1	-1	-7	0
47	O=S(=O)(Nc1ccncc1)c1ccccc1	2	6	6	-1	2	8	1.2	6	-4	0
48	CCc1cc(=O)oc2cc(C)cc(OCC(=O)N3CCC(C(=O)NC(C)C)(c4ccccc4)CC3)c12	-2	-2	-5	-39	10	-2	1.6	5	7	-17
49	O=C(CSCc1c(F)cccc1Cl)NCC1CCCO1 (stereo unspecified)	-1	-5	-2	0	-9	-4	-0.1	-1	1	2
50	O=C(c1cccc([N+](=O)[O-])c1)c1ccccn1	-1	1	0	0	-5	0	-0.6	-1	-3	11
51	Cc1c(NS(=O)(=O)c2cccc(C(=O)NCc3ccncc3)c2)c(=O)n(-c2ccccc2)n1C	1	2	9	0	15	-1	-0.7	2	-6	5
52	C/C=C/Cn1c(N2CCCCCC2)nc2c1c(=O)[nH]c(=O)n2C	2	7	5	3	0	-1	-2.6	-2	4	1

From PubChem BioAssay
